Compound activity deposited in PubChem by NCI.
yeast mec2-1: NCI yeast anticancer drug screen, S. cerevisiae mec2-1 strain; growth inhibition, % at 50 µM; actives 9% (n = 79,000);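 also: 0% = growth of vehicle-only cultures of the same strain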
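Each compound was tested on mec2-1 yeast, a strain altered in DNA damage repair or cell cycle control. Growth inhibition is reported relative to vehicle.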
mlh1 rad18: NCI yeast anticancer drug screen, S. cerevisiae mlh1 rad18 strain; growth inhibition, % at 50 µM; actives 11% (n = 79,000);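 also: 0% = growth of vehicle-only cultures of the same strain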
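Inhibition values reflect reduced growth of mutant yeast versus vehicle-treated controls following compound exposure; the mutations affect DNA damage repair.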
sgs1 mgt1: NCI yeast anticancer drug screen, S. cerevisiae sgs1 mgt1 strain; growth inhibition, % at 50 µM; actives 10% (n = 78,000); AID 161, 2004;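 also: 0% = growth of vehicle-only cultures of the same strain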
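Inhibition of yeast growth, normalised to vehicle-treated controls, is reported for a strain bearing genetic alterations in DNA damage repair.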
cln2 rad14: NCI yeast anticancer drug screen, S. cerevisiae cln2 rad14 strain; actives 8.3% (n = 78,000); % growth inhibition at 50 µM;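 also: 0% = growth of vehicle-only cultures of the same strain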
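Yeast strain cln2 rad14, bearing defects in cell cycle control and DNA repair, serves as the test system; values reflect growth inhibition compared with vehicle.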
rad50: NCI yeast anticancer drug screen, S. cerevisiae rad50 strain | growth inhibition, % at 50 µM | actives 10% (n = 79,000);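 also: 0% = growth of vehicle-only cultures of the same strain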
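DNA repair mutant yeast, compound exposure, growth read-out; inhibition is taken relative to vehicle.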
yeast bub3: NCI yeast anticancer drug screen, S. cerevisiae bub3 mutant strain | % growth inhibition at 50 µM | actives 9.9% (n = 78,000) | AID 167, 2004;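 also: 0% = growth of vehicle-only cultures of the same strain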
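Steps: expose the mutant yeast strain to compound; grow alongside vehicle-treated cultures; measure growth; express inhibition against the vehicle cultures.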
An asterisk follows results filed as active. Rule as the data show it: active = growth inhibition above about 70%; inactive = the rest. This is a random part of the collection; 13% or so of the library scored in one or more.

SMILES	yeast mec2-1	mlh1 rad18	sgs1 mgt1	cln2 rad14	rad50	yeast bub3
COC(=O)c1ccc(SCCC(=O)CO)cc1	15.9	23.9	-4.6	5.3	19.4	13.0
O=[N+]([O-])c1cccnc1S(=O)(=O)c1ncccn1	36.8	62.6	64.5	50.6	60.5	41.9
Cc1ccc(NC(=O)c2ccc(Cl)cc2)cc1	1.2	-3.5	8.8	3.3	-8.3	0.0
COC(=O)c1oc2c(c1C(=O)OC)c1ccccc1n2C(C)=O	2.5	19.2	18.5	7.5	23.1	9.6
COC(=O)c1cc(-c2ccc3ccccc3c2)[nH]c(=O)c1C#N	35.2	67.3	65.6	46.9	34.4	23.2
COc1ccc(CSC(=S)Nc2ccc(Cl)c([N+](=O)[O-])c2)cc1	77.1*	94.1*	88.4*	9.0	88.5*	21.5
C/C=C\COc1ccc(NC(C)=O)cc1	11.1	-5.5	-6.7	-3.7	1.1	11.7
CCN(CC)c1ncnc2n[nH]nc12	-15.6	3.5	-18.0	-27.9	-1.5	-28.5
O=C1c2ccccc2-c2ccc(I)cc21	-1.7	26.2	2.2	-17.6	5.2	8.4
Nc1ncnc(Nc2ccccc2)c1[N+](=O)[O-]	-8.2	-7.7	-16.3	-38.9	-27.9	-9.1
CCOC(=O)c1cc(-c2ccc(Cl)cc2)c([N+](=O)[O-])n1C	90.3*	87.9*	91.7*	89.0*	88.4*	85.3*
O=C(NC1COB(c2ccccc2)OC1c1ccc([N+](=O)[O-])cc1)C(Cl)Cl (centres undefined)	-3.2	30.8	11.1	-8.9	22.2	-0.6
N[C@@H]1CCCC[C@@H]1N.O=C([O-])CN(CP(=O)([O-])[O-])CP(=O)([O-])[O-].[Pt+2]	99.7*	99.5*	99.5*	98.3*	99.5*	99.3*
O=C(CC(C(=O)c1ccsc1)c1cccs1)c1ccsc1 (centres undefined)	-19.2	3.0	18.6	24.5	-11.2	28.9
CC(=O)C(/C=N/C(N)=O)=C(/C)O	-7.5	2.5	3.8	2.8	5.4	-2.3
O=C(O)c1cc(Br)c(O)cc1O	-17.6	7.0	-3.4	9.3	-11.4	-5.2
N/C(=C\C(=O)c1ccccc1)C(=O)c1ccccc1	4.7	-1.6	-15.5	-10.7	5.7	0.7
c1ccc([P+](CCSCCSCC[P+](c2ccccc2)(c2ccccc2)c2ccccc2)(c2ccccc2)c2ccccc2)cc1	-20.4	-5.5	-20.3	-5.3	-22.3	-12.8
O=C(O)c1[nH]c2ccccc2c(=O)c1-c1ccccc1	-31.5	-19.4	0.9	-14.3	11.7	1.1
Cc1cccc(Cl)c1NC(=O)CCC(=O)O	-16.5	10.6	-0.8	1.2	13.4	22.0
COC(=O)C(NC(=O)c1ccccc1)C(C)=O (centres undefined)	-0.7	10.0	-3.4	-35.4	9.5	-16.9
CC(C)=CCCC(=O)Cc1nc2nnc(N)n2nc1CC(=O)CCC=C(C)C	8.1	6.8	-2.1	6.2	8.2	2.8
CSC(=N\N=C\c1ccc(Cl)cc1)/N=C/N(C)C	-13.4	17.4	31.1	12.7	21.2	22.4
CN(C)c1ccc(C=Nc2ccc([N+](=O)[O-])cc2O)cc1	12.4	-5.9	4.5	-10.7	18.6	19.4
COC(=O)C12CCC(C(=O)OC)(CC1)n1c(=O)n(-c3ccccc3)c(=O)n12	-5.2	-7.2	-7.7	-16.8	-4.8	-1.9
(list continues)
SMILES	yeast mec2-1	mlh1 rad18	sgs1 mgt1	cln2 rad14	rad50	yeast bub3
O=C(NNC(=S)S)c1ccncc1	2.4	21.9	-1.2	-8.9	7.5	11.7
Nc1ncnc2c1ncn2C1C=COC(CO)C1O (centres undefined)	1.1	20.4	-6.5	2.5	5.0	-28.5
Cc1ccc2c(-c3ccccc3)c3ccccc3cc2c1C	16.9	53.4	27.6	14.5	46.1	37.6
N#Cc1cccc(C2SCc3nc4ccccc4n32)c1 (centres undefined)	-8.9	18.1	25.9	23.1	-1.1	4.8
Cc1c(/C=N/NC(=O)c2ccccc2)c(=O)n(-c2ccccc2)n1C	-34.3	-65.1	-70.8	-36.9	-68.3	-49.5
CCOc1ccc(NC(=S)N2CCC(CCCC3CCN(C(=S)Nc4ccc(OCC)cc4)CC3)CC2)cc1	-31.9	-11.4	-15.1	14.9	-6.6	-9.1
C/C(=N/N(C=O)C[n+]1ccccc1)C(CN(CC(C)C)CC(C)C)C(=O)Nc1ccc(C)cc1C (centres undefined)	40.0	19.9	-14.5	31.5	-10.4	19.9
CC(=O)NC(CSCC(=O)c1ccccc1)C(=O)O (centres undefined)	-8.0	-3.5	-10.3	-6.0	-12.6	-18.8
O=C(CCCc1ccccc1)OCC(=O)c1ccc(-c2ccccc2)cc1	6.5	14.6	11.2	3.5	19.4	12.8
O=S(=O)(c1ccccc1)C1CCCC1	8.9	-2.9	-1.9	-11.8	-12.2	-6.7
CN(C)c1ccc(/C=C(\C#N)c2cccc(Br)c2)cc1	-7.3	-0.1	3.1	-11.3	-2.5	12.1
COC(=O)c1cc(-c2cccnc2)[nH]c(=O)c1C#N	-36.6	-14.2	-39.9	-15.7	-5.4	-9.7
O=C(C1=CCCCC1)c1ccc(-c2ccccc2)cc1	11.2	4.7	2.2	-14.6	-4.2	-6.2
NC(=O)NNC(=O)NC12CC3CC(CC(C3)C1)C2	-11.8	21.6	-10.2	-45.8	-19.0	0.7
COc1cc2c(cc1OC)C(N)CC2=O (centres undefined)	1.4	-75.3	-7.2	3.6	3.1	0.5
C/C(Cc1cccc2ccccc12)=N/NC(N)=O	-27.8	-8.4	-19.1	-8.0	2.4	-12.1
Cc1nnc2cc(C(=O)O)c3ccccc3n2c1=O	-30.6	-31.8	-13.4	-30.6	-28.6	-20.1
CC(=O)C1=CN(C)c2ccccc2S1	1.8	6.2	12.2	-2.5	29.6	-12.8
CCCCC(=O)OCCN(C)C	-17.3	8.6	-9.8	12.6	-0.5	-16.9
NNC(=O)C(CSC(c1ccccc1)(c1ccccc1)c1ccccc1)NC(=O)OCc1ccccc1 (centres undefined)	86.0*	95.2*	94.8*	83.6*	87.1*	89.0*
COC(=O)C1=C(C(=O)OC)C(=Nc2ccccc2)c2ccccc2C1=O	35.3	90.6*	74.2*	8.2	46.8	51.4
CCC1(C)OC(C(=O)OC)C(C(=O)OC)O1 (centres undefined)	-23.0	-7.8	-21.9	-52.2	-5.9	-18.0
CN1CCCCC1=O	-2.6	9.8	6.2	8.7	-0.1	8.7
CCCCOC(=O)CSC#N	-21.6	-4.8	2.9	-3.8	-9.8	8.7
O=C1OC(c2ccc3c(c2)CCCC3)=C/C1=C/c1ccc2c(c1)OCO2	4.0	-15.9	14.1	-25.1	-13.4	2.9

Single values from the entries so far:
O=C(CCCc1ccccc1)OCC(=O)c1ccc(-c2ccccc2)cc1 in sgs1 mgt1 shows 11.2
COC(=O)c1cc(-c2cccnc2)[nH]c(=O)c1C#N in sgs1 mgt1 shows -39.9
CN(C)c1ccc(C=Nc2ccc([N+](=O)[O-])cc2O)cc1 in mlh1 rad18 shows -5.9
CCOC(=O)c1cc(-c2ccc(Cl)cc2)c([N+](=O)[O-])n1C in rad50 shows 88.4*

Exported as labelled records: entries from further up.
> Nc1ncnc2c1ncn2C1C=COC(CO)C1O (centres undefined)
  yeast mec2-1: 1.1	mlh1 rad18: 20.4	sgs1 mgt1: -6.5	cln2 rad14: 2.5	rad50: 5.0	yeast bub3: -28.5
> Cc1ccc2c(-c3ccccc3)c3ccccc3cc2c1C
  yeast mec2-1: 16.9	mlh1 rad18: 53.4	sgs1 mgt1: 27.6	cln2 rad14: 14.5	rad50: 46.1	yeast bub3: 37.6
> N#Cc1cccc(C2SCc3nc4ccccc4n32)c1 (centres undefined)
  yeast mec2-1: -8.9	mlh1 rad18: 18.1	sgs1 mgt1: 25.9	cln2 rad14: 23.1	rad50: -1.1	yeast bub3: 4.8
> Cc1c(/C=N/NC(=O)c2ccccc2)c(=O)n(-c2ccccc2)n1C
  yeast mec2-1: -34.3	mlh1 rad18: -65.1	sgs1 mgt1: -70.8	cln2 rad14: -36.9	rad50: -68.3	yeast bub3: -49.5

Continuation.
SMILES	yeast mec2-1	mlh1 rad18	sgs1 mgt1	cln2 rad14	rad50	yeast bub3
CCOc1ccccc1NC1=C(Cl)C(=O)c2ccccc2C1=O	97.9*	96.1*	98.0*	97.0*	23.9	97.8*
CC(C)CC(=O)Nc1ccccc1	-15.7	-46.8	-0.3	-51.4	14.2	-4.0
Cc1ccc(C)c(N2C/C(=N\NC(=O)CC#N)C(c3nc4ccccc4s3)C(=O)C2=O)c1 (centres undefined)	-0.3	20.9	-5.2	12.6	7.9	-0.3
Cc1cc(S(=O)(=O)Nc2nc(N)nc(N3N=CCC3C)n2)c(S)cc1Cl (centres undefined)	0.9	15.8	8.7	14.3	2.6	-2.0
COC(=O)C1O[C@H]1c1cccc[n+]1[O-] (mixture of isomers)	-3.1	-0.9	5.7	11.8	-0.3	-8.2
C/C(=N\NC(N)=O)c1ccc(Cl)c(Cl)c1	33.4	5.2	12.2	-0.8	0.6	10.2
O=C(/N=C1\N=Nc2c(O)c(C3(c4nc5n(c4O)/C(=N/C(=O)Nc4ccc(Cl)cc4)N=N5)Cc4ccccc4C3=O)nn21)Nc1ccc(Cl)cc1 (centres undefined)	4.7	19.5	-2.8	1.1	10.1	12.7
N#CCCN(CCC#N)c1ccc(/C=C2/N=C(COc3ccccc3)N(c3ccc(Cl)cc3)C2=O)cc1	5.1	-16.9	-18.6	-13.6	-10.8	-15.4
Cc1ccc(OC(=O)NC(C)(C)C)cc1	-18.9	-12.5	11.2	-35.1	0.8	11.8
c1ccc(CNc2nnnc3ccccc23)cc1	-1.4	2.2	-2.4	-30.8	-2.8	-14.5
CCOC(=O)C1=C(/C=C/c2cccc(Cl)c2)O/C(=C/c2cccc(Cl)c2)C1=O	-4.5	-35.6	-20.7	-21.6	-22.9	-0.3
C/C=C/C=C/CC	-12.3	-22.6	-5.4	16.2	8.8	16.9
O=S1(=O)OCCOS(=O)(=O)C1S(=O)(=O)c1ccc2ccccc2c1	-6.2	11.8	9.3	34.8	50.5	1.4
Nc1ccc2c(c1)[nH]c(=O)c1ccc(Cl)cc12	90.5*	97.0*	93.1*	92.5*	98.2*	78.9*
CC(=O)Nc1cc(Cl)c2c(c1)C(=O)c1ccccc1-2	14.6	33.0	35.6	-23.4	91.8*	19.1
CCOC(=O)c1c(C)[nH]c(C(=O)CCN(C)C)c1C	0.2	0.7	17.4	-33.9	7.3	2.1
CC1(C)CC2=NOS3=C2C(=NO3)C1c1ccccn1 (centres undefined)	27.4	51.7	45.9	33.5	43.9	15.7
CCOC(=O)CC1CN(C(=O)c2ccccc2)CCC12OCCO2 (centres undefined)	-4.3	-5.3	-4.0	-5.0	-3.4	-2.4
COc1ccc(C(CC(=O)c2ccccc2)Sc2ccccc2N)cc1OC (centres undefined)	29.9	14.3	59.5	3.1	16.9	61.9
CCOC(=O)CCN(CCC(=O)OCC)N(C)C	-6.5	2.8	-4.6	-8.8	2.5	5.8
Cc1cc2ccccc2[nH]1	-15.3	10.0	-3.6	3.1	33.9	2.8
C=CCN(CCN(CC=C)S(=O)(=O)c1ccc(C)cc1)S(=O)(=O)c1ccc(C)cc1	21.8	-0.8	7.1	-41.1	13.6	7.0
CC(=O)O[C@H]1CC[C@@]2(C)C(=CC(=O)[C@H]3[C@@H]4CC[C@H]([C@H](C)CCCC(C)C)[C@@]4(C)CC[C@@H]32)C1	19.1	46.0	39.0	36.0	10.8	5.9
Cc1ncc([N+](=O)[O-])n1CCNC(=O)CCC(=O)NCCCn1ccnc1[N+](=O)[O-]	-22.9	14.9	-1.4	21.7	-16.1	-31.8
Nc1ccccc1C(=O)N/N=C/c1ccc(Cl)cc1Cl	9.8	-3.0	1.2	9.6	-6.3	16.1
Following part:
SMILES	yeast mec2-1	mlh1 rad18	sgs1 mgt1	cln2 rad14	rad50	yeast bub3
O=C(CN1C(=O)c2cccc3c(Br)ccc(c23)C1=O)c1ccc(Cl)cc1	-12.7	13.6	5.8	5.0	-14.2	6.8
CC(C)(C)OC(=O)NCC(CNC(=O)OC(C)(C)C)c1nc(C(N)=O)cs1	-17.3	-27.8	-38.9	-23.4	-10.4	-39.0
CC(=O)NC(Cc1ccsc1)(C(=O)O)C(=O)O	1.2	-0.1	0.8	6.0	15.4	1.4
Clc1ccccc1Nc1c2ccccc2nc2ccccc12	98.1*	97.7*	85.1*	96.3*	94.5*	88.7*
O=C(O)NCc1ccccc1 (tested in a mixture with another compound)	14.8	88.0*	36.1	60.0	94.0*	87.5*
COc1ccc(/C=C2\C(=O)Nc3ccccc32)cc1OC	5.5	-4.4	-9.0	-10.4	-3.4	-1.9

Three compounds from above, ordered by molar mass, high to low:
SMILES	yeast mec2-1	mlh1 rad18	sgs1 mgt1	cln2 rad14	rad50	yeast bub3
O=C1OC(c2ccc3c(c2)CCCC3)=C/C1=C/c1ccc2c(c1)OCO2	4.0	-15.9	14.1	-25.1	-13.4	2.9
CCOC(=O)CC1CN(C(=O)c2ccccc2)CCC12OCCO2 (centres undefined)	-4.3	-5.3	-4.0	-5.0	-3.4	-2.4
Cc1cc2ccccc2[nH]1	-15.3	10.0	-3.6	3.1	33.9	2.8
